KCNK9 inh: human KCNK9 channel inhibition. HEK293 KCNK9, FluxOR thallium flux fluorescence; hits give low values. B-score at 10 µM. 310,000 compounds, 1.2% hits. AID 488922;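 active = ratio B-score over 3 SD below the library mean, with starting fluorescence within 5 SD of its mean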;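 also: negative B-score means less thallium flux so channel inhibition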
Target sequence (Q9NPC2 whole entry, looked up): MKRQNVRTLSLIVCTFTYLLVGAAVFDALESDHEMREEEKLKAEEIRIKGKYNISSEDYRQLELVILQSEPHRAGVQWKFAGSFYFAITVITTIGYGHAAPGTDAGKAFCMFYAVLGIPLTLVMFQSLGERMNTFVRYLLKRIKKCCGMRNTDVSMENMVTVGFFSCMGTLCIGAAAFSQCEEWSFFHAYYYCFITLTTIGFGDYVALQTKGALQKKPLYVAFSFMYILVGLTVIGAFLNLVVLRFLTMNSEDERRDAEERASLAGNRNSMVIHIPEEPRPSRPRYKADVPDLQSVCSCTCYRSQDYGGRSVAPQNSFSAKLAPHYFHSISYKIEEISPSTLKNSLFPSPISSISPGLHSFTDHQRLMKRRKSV
RGS4 pot: RGS4 potentiation or activation. B-score at 10 µM. 310,000 compounds, 0.92% hits. HEK293 M3R/inducible RGS4, carbachol calcium flux Fluo4; hits give low values;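 active = B-score of the integrated calcium signal more than 4 SD below the library mean, with starting fluorescence not abnormally high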;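 also: negative B-score means reduced calcium response which marks RGS4 activation or potentiation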
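Reagent: ECmax carbachol challenge; Test system: M3R-expressing HEK293 line, RGS4 induced by doxycycline; Schedule: overnight RGS4 induction, 30 min dye load 37 °C, 20 min compound RT; Detection: calcium dye Fluo4 fluorescence; Read-out: Agonist-evoked peak-minus-minimum fluorescence over baseline, integrated ratio, B score.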
TMEM16A inh: mouse TMEM16A channel inhibition, primary screen; Q8BHY3; HEK293 TMEM16A/YFP iodide influx fluorescence, ionomycin; normalized B-score (activity score, 25-100; higher = stronger inhibition) at 10 µM; 310,000 compounds, 1.2% hits; AID 588511;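 active = ratio plate-corrected score three or more library SD toward inhibition, starting fluorescence score within five deviations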;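 also: score derived from kinetic fluorescence span divided by baseline fluorescence per well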
hERG rescue: shields human hERG channel from block by proarrhythmic agents. activation (rescue from dofetilide block), less the hit threshold, % at 10 µM. CHO-hERG, FluxOR thallium flux, dofetilide IC70 present. 310,000 compounds, 0.51% hits;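 active = activation above the mean of controls blocked by dofetilide plus 5 SD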;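 also: thallium influx through hERG after potassium depolarization seen as dye fluorescence rise; in these data hits start at about 4.7%; inactives centre near -7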
MrgX1 agonist: human MrgX1 receptor agonism, primary screen | Q96LB2 | 310,000 compounds, 0.44% hits | MrgX1-HEK293 cells, Fluo-4 calcium fluorescence, agonist mode; hits give high values | B-score at 10 µM;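 active = calcium response B-score plate-corrected fluorescence ratio at least 3 library SD, with starting fluorescence B-score inside 5 SD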
Target sequence (Q96LB2 whole entry, looked up): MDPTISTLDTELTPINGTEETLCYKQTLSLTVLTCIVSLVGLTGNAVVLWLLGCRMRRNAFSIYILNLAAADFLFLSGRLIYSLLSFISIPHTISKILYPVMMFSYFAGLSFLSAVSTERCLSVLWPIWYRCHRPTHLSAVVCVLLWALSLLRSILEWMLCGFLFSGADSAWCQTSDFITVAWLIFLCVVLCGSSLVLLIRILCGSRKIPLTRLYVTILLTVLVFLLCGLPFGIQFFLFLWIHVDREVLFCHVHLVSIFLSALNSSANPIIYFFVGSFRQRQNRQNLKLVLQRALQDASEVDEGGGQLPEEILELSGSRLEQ
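Material: MrgX1-expressing HEK293 cells; input: 15,000 cells per well; doses: test compound given as first of three sequential additions; schedule: overnight plating before 1 h dye loading; technique: Fluo-4 NW calcium-flux fluorescence, kinetic read; evaluation: baseline-normalised fluorescence change ratio, B-scored; control set: plate-wise positive and negative controls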
TMEM16A act: activates or potentiates the mouse TMEM16A chloride channel; HEK293 TMEM16A/YFP-H148Q/I152L, iodide quench fluorescence; hits give low values; B-score at 10 µM; 340,000 compounds, 0.3% hits; AID 623877;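 active = fluorescence-ratio B-score plate-corrected deviation score at least 3 library SD below zero, with starting fluorescence score within 5 deviations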;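 also: channel opened by trigger with iodide after compound preincubation; score built on the fluorescence ratio of max minus min over baseline; more negative score means more quench and so TMEM16A activation or potentiation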
KCNQ1 pot: potentiators or activators of human KCNQ1 potassium channel | P51787 | CHO-K1 KCNQ1, thallium flux FluxOR fluorescence; hits give high values | B-score at 10 µM | 310,000 compounds, 0.35% hits | AID 2648;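 active = fluorescence ratio B-score, a plate-corrected score, at least three library SD, with initial intensity B-score within 5 SD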
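Test system: CHO-K1 cells stably expressing KCNQ1 / Medium: assay buffer / Also added: depolarizing K+/Tl+ stimulus, K2SO4 and Tl2SO4 each 12.5 mM in 5x stock / Incubation: 90 min dye loading and 20 min compound exposure, both at room temperature / Signal: thallium influx via FluxOR fluorescence, kinetic imaging / Evaluation: B score of baseline-normalized fluorescence ratio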
MrgX1 PAM: allosterically activates human MrgX1 receptor signaling; Q96LB2; MrgX1-HEK293, Fluo-4 calcium flux, FDSS; hits give high values; B-score at 10 µM; 310,000 compounds, 0.63% hits;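 active = plate-corrected calcium response at least 3 library SD above typical, normal starting fluorescence, not activating the receptor alone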;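 also: compound read alongside a low EC10 to EC30 dose of BAM8-22 agonist; peak minus trough fluorescence over baseline measured at the second addition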
RGS4 block: human RGS4 inhibition; 310,000 compounds, 0.45% hits; AID 463165; HEK293 M3R/RGS4 inducible, Fluo-4 calcium flux; hits give high values; triggered by carbachol at its EC20; B-score at 10 µM;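 active = B-score, a plate-corrected calcium signal, over three deviations above library mean, with baseline fluorescence within five deviations of library mean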;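 also: RGS4 expression induced by doxycycline in cells with stable M3 receptor; B-score is computed from the integrated fluorescence ratio over baseline after carbachol; higher B-score means a larger calcium signal and so more RGS4 inhibition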
Target sequence (P49798 whole entry, looked up): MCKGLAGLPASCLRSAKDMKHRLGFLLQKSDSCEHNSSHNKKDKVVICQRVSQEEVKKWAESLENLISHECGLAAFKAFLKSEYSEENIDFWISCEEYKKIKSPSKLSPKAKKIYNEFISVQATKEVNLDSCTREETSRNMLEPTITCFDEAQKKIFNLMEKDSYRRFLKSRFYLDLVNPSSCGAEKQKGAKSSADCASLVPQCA
KCNK3 inh: human KCNK3 channel inhibition, primary screen. CHO-KCNK3 thallium flux, FluxOR fluorescence; hits give low values. B-score at 10 µM. AID 602410. 340,000 compounds, 0.84% hits;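 active = B-score under library mean minus 4 SD, starting fluorescence ratio at most library mean plus 5 SD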;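 also: more negative B-score means stronger inhibition of thallium flux through KCNK3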
KCNQ1 inh: inhibitors of human KCNQ1 potassium channel; CHO-K1 KCNQ1, FluxOR thallium flux fluorescence; hits give high values; P51787; B-score at 10 µM; 310,000 compounds, 1.3% hits;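 active = compounds whose thallium flux B-score, printed positive for inhibition, exceeds three library SD while starting fluorescence stays within three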;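 also: channel opened by potassium depolarization with thallium stimulus after 20 min compound exposure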
An asterisk follows results filed as active; i = inactive.

SMILES	KCNK9 inh	RGS4 pot	TMEM16A inh	hERG rescue	MrgX1 agonist	TMEM16A act	KCNQ1 pot	MrgX1 PAM	RGS4 block	KCNK3 inh	KCNQ1 inh
COc1cc(NC(=O)c2cccnc2SC)cc(OC)c1	i	i	i	-3.3	i	i	i	i	i	i	i
CCOc1ccc(NC(=O)NNC(=O)c2ccc(CC)s2)cc1	i	i	i	-7.3	i	i	i	i	i	i	i
COc1cccc(N2CCN(C3CC(=O)N(c4ccc(F)c(Cl)c4)C3=O)CC2)c1 (stereo not drawn)	i	i	i	-5.5	i	i	i	i	i	i	i
COc1ccccc1NS(=O)(=O)c1cc(NC(=O)c2cc[n+]([O-])cc2)ccc1N1CCCC1	i	i	i	-14.1	i	i	i	i	i	i	i
O=C(Cc1ccc(NC2=NC3CS(=O)(=O)CC3S2)cc1)NCc1ccccc1 (stereo not drawn)	i	i	i	-7.9	i	i	i	i	i	i	i
Cc1ccc(CN2CCc3[nH]c(=O)[nH]c(=O)c3C2)cc1	i	i	i	-9.0	i	i	i	i	i	i	i
COC(=O)Nc1ccc2c(c1)OCO2	i	i	i	-6.1	i	i	i	i	i	i	i
CCOC(=O)c1[nH]cnc1C(=O)Nc1ccc(Cl)cc1	i	i	i	-5.4	i	i	i	i	i	i	i
CCn1c(=S)sc2c(=O)n(-c3ccccc3)c(SC)nc21	i	i	i	-11.1	i	i	i	7.74*	i	i	i
CCc1nnc(N2C(=O)c3ccc(Oc4ccc([N+](=O)[O-])cc4)cc3C2=O)s1	i	i	i	-8.3	i	i	i	i	i	i	i
CCCNC(=O)c1ccc(N2CCC3(CC2)CC(c2ccccc2)=NO3)c(NC(=O)c2ccco2)c1	i	i	i	-28.5	i	i	i	i	i	i	i
COc1ccc(CNC(=O)c2cccc(N3CCCC3=O)c2)cc1	i	i	i	-1.7	i	i	i	i	i	i	i
CCOCCCNC(=O)CN1C(=O)CSc2ccc(S(=O)(=O)N3CCOCC3)cc21	i	i	i	-8.6	i	i	i	i	i	i	i
Clc1ccc(-n2ncc3c(N4CCCCCC4)ncnc32)cc1	i	i	i	-13.2	i	i	i	i	i	i	i
CN1CCN(c2ccc(NC(=O)COc3ccc4ccccc4c3)cc2)CC1	i	i	i	-6.8	i	i	i	i	i	i	i
COc1cccc(C(=O)N2CCCC(c3nc(-c4cccs4)no3)C2)c1 (stereo not drawn)	i	i	i	-6.2	i	i	i	i	i	i	i
COc1ccc(C(=O)CSc2nnc(Cn3cnc4ccccc43)o2)cc1	i	i	i	-6.2	i	i	i	i	i	i	i
Cc1ccc(S(=O)(=O)N2CCC(C(=O)N3CCN(c4ccccn4)CC3)CC2)cc1	i	i	i	-11.2	i	i	i	i	i	i	i
O=C(NCCN1CCOCC1)C(=O)NCc1ccco1	i	i	i	-5.0	i	i	i	i	i	i	i
CC1CN(CCOc2ccccc2C(C)C)CC(C)O1 (stereo not drawn)	i	i	i	-5.5	i	i	i	i	i	i	i
CCC(C)NC(=O)c1c(F)c(F)c(F)c(F)c1F (stereo not drawn)	i	i	i	-9.5	i	i	i	i	i	i	i
S=c1[nH]c2ccc(Cl)cc2[nH]1	i	i	i	-9.2	i	i	i	i	i	i	i
O=C(NCc1ccccc1C(F)(F)F)C12CN(Cc3ccccc3)CC1C(c1ccc([N+](=O)[O-])cc1)=NO2 (stereo not drawn)	i	i	i	-6.1	i	i	i	i	i	i	i
O=C(Nc1ccc2c(c1)OCO2)C1CCN(S(=O)(=O)c2cccc3cccnc23)CC1	i	i	i	-10.8	i	i	i	i	i	i	i
Cc1c(NC(=O)COC(=O)C2(c3ccccc3F)CCCC2)c(=O)n(-c2ccccc2)n1C	i	i	i	-15.9	i	i	i	i	i	i	i
NC(=O)NC(Cc1ccccc1)C(=O)NCC1(N2CCCCC2)CCCCC1 (stereo not drawn)	i	i	i	-8.6	i	i	i	i	i	i	i
Cc1ccc(NC(=O)Nc2ccc3c(c2)CCC3)cc1C	i	i	i	-5.6	i	i	i	i	i	i	i
CCC(Oc1ccc(Cl)cc1)C(=O)N1CC(=O)Nc2ccccc21 (stereo not drawn)	i	i	i	-3.4	i	i	i	i	i	i	i
CC1(C)OC2OC(COC(=O)c3ccccc3)C3OC(C)(C)OC3C2O1 (stereo not drawn)	i	i	i	-2.1	i	i	i	i	i	i	i
CCSc1nc2c(c(=O)n1CC)SC(C)C2 (stereo not drawn)	i	i	i	-8.3	i	i	i	i	i	i	i
Cc1ccc(C)c(OCc2nnc(SCC(=O)NCc3ccc4c(c3)OCO4)o2)c1	i	i	i	-21.9	i	i	i	i	i	i	i
CC(=O)Nc1cccc(/C(C)=N/NC(=O)c2ccc(NS(=O)(=O)c3cccs3)cc2)c1	i	i	i	-11.2	i	i	i	i	i	i	i
CC(C)(O)C#Cc1ccccc1C(=O)NC(CC(N)=O)C(=O)O (stereo not drawn)	i	i	i	-10.3	i	i	i	i	i	i	i
CN(C)S(=O)(=O)c1cccc(C(=O)C2=C3SC=C(c4ccccc4)N3CC2)c1	i	i	i	-4.7	i	i	i	i	i	i	i
Cc1cccc(C)c1OCC(=O)N(Cc1cccs1)C1CCS(=O)(=O)C1 (stereo not drawn)	i	i	i	-6.8	i	i	i	i	i	i	i
CC(C)(C)c1ccc(/C=C2/SC(N3CCCC3)=NC2=O)cc1	i	i	i	-7.4	i	i	i	i	i	i	i
COc1ccc(/C=N\N2CCN(Cc3ccccc3Cl)CC2)cc1	i	i	i	-8.9	i	i	i	i	i	i	i
COc1ccc(/C=N/NC(=O)c2ccc(CN3c4cccc5cccc(c45)S3(=O)=O)cc2)cc1	i	i	i	-8.6	i	i	i	i	i	i	i
O=C(CSc1nnnn1-c1ccc(F)cc1)c1ccc(O)c(O)c1	i	i	i	-15.4	i	i	i	i	i	i	i
COCCSc1nnc(NS(=O)(=O)c2ccc(F)cc2)s1	i	i	i	-4.3	i	i	i	i	i	i	i
Cc1csc(SCC(=O)Nc2c(C)n(C)n(-c3ccccc3)c2=O)n1	i	i	i	-4.1	i	i	i	i	i	i	i
C=CCNc1oc(COc2ccc(C)cc2)nc1C#N	i	i	i	-10.9	i	i	i	i	i	i	i
CS(=O)(=O)N(CC(=O)Nc1cccc([N+](=O)[O-])c1)c1ccccc1F	i	i	i	-8.4	i	i	i	i	i	i	i
CN(C)S(=O)(=O)c1ccc(C(=O)Nc2ccc(OCC(=O)N3CCOCC3)cc2)cc1	i	i	i	-2.6	i	i	i	i	i	i	i
O=C(Nc1nc2c(Cl)cccc2s1)c1ccc(Br)o1	i	i	i	-7.8	i	i	i	i	i	i	i
Cc1cnc(NC(=O)C2CC(=O)N(c3cccc(Cl)c3)C2)s1 (stereo not drawn)	i	i	i	-3.7	i	i	i	i	i	i	i
Brc1ccccc1-c1nnc(COc2ncnc3c2cnn3-c2ccccc2)o1	i	i	i	-4.1	i	i	i	i	i	i	i
Cc1c(C(=O)N2CCCCC2)c(S(=O)(=O)NCCc2ccc(S(N)(=O)=O)cc2)c(C)n1C	i	i	i	-8.9	i	i	i	i	i	i	i
COc1cccc(C(=O)N2CCN(c3ccccn3)CC2)c1	i	i	i	-9.2	i	i	i	i	i	i	i
CC(C)c1ccc(Nc2ccc(C(=O)O)cc2[N+](=O)[O-])cc1	i	i	i	-0.7	i	i	i	i	i	i	i
O=c1c2c(nc3nc(SCc4ccccc4)[nH]n13)CCC2	i	i	i	-17.3	i	i	i	i	i	i	i
O=C(Nc1cc([N+](=O)[O-])ccc1Cl)c1cccnc1	i	i	i	-7.6	i	i	i	i	i	i	i
Cc1ccc(-c2cc(C(=O)NCc3ccccn3)c3ccccc3n2)cc1	i	i	i	-20.1	i	i	i	i	i	i	i
C=CCNc1nc(S(=O)Cc2ccc(C)cc2)nc2c1CCCC2 (stereo not drawn)	i	i	i	-9.1	i	i	i	i	i	i	i
O=C(CSc1nc(O)c(Cc2ccccc2)c(=O)[nH]1)Nc1nnc(SCc2ccccc2)s1	i	i	i	-4.6	i	i	i	i	i	i	i
COc1cc(/C=C2\N=C(C)OC2=O)cc(OC)c1OC	i	i	i	-1.5	i	i	i	i	i	i	i
CC(C)CC(=O)NC(=S)Nc1cccc(NC(=O)c2ccccc2Cl)c1	i	i	i	-3.8	i	i	i	i	i	i	i
Cc1ccc2nc(N3CCOCC3)c(C=O)c(=O)n2c1	i	i	i	-11.4	i	i	i	i	i	i	i
O=C(c1ccc(N2CCCCC2)c([N+](=O)[O-])c1)N1CCN(c2ccccn2)CC1	i	i	i	-9.2	i	i	i	i	i	i	i
COCC1CCN(C(=O)c2cc(COc3ccc4ncccc4c3)on2)CC1	i	i	25*	-18.9	i	i	i	i	i	i	i

(list continues)
SMILES	KCNK9 inh	RGS4 pot	TMEM16A inh	hERG rescue	MrgX1 agonist	TMEM16A act	KCNQ1 pot	MrgX1 PAM	RGS4 block	KCNK3 inh	KCNQ1 inh
CC(C)NC(=O)Cn1nnc(-c2ccc(Cl)cc2)n1	i	i	i	-6.3	i	i	i	i	i	i	i
CC(=O)c1ccc(NC(=O)CN2C(=O)CCC2=O)cc1	i	i	i	-14.4	i	i	i	i	i	i	i
CCOc1ccc(N=C2NC(=O)C(CC(=O)Nc3ccc(OC)cc3)S2)cc1 (stereo not drawn)	i	i	i	-12.7	i	i	i	i	i	i	i
CC(C)C(NS(=O)(=O)c1ccc(Br)s1)C(=O)O (stereo not drawn)	i	i	i	2.0	i	i	i	i	i	i	i
O=C(Nc1cccc(F)c1)c1cccnc1	i	i	i	-4.3	i	i	i	i	i	i	i

Source: PubChem BioAssay
